CHT allo act: CHT positive allosteric modulators, primary screen, cell-based, membrane potential dye, choline EC20; CHT-expressing cells; active compounds read high; LV-AA mutant CHT in HEK293 cells; AID 488977, 2010; High affinity choline transporter 1 (Homo sapiens), Q9GZV3; actives 0.49% (n = 310,000); B-score at 10 µM;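 active means initial fluorescence not abnormally high and integrated response B-score, plate-corrected, over 3 SD above library mean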
Target sequence (Q9GZV3 whole entry, looked up): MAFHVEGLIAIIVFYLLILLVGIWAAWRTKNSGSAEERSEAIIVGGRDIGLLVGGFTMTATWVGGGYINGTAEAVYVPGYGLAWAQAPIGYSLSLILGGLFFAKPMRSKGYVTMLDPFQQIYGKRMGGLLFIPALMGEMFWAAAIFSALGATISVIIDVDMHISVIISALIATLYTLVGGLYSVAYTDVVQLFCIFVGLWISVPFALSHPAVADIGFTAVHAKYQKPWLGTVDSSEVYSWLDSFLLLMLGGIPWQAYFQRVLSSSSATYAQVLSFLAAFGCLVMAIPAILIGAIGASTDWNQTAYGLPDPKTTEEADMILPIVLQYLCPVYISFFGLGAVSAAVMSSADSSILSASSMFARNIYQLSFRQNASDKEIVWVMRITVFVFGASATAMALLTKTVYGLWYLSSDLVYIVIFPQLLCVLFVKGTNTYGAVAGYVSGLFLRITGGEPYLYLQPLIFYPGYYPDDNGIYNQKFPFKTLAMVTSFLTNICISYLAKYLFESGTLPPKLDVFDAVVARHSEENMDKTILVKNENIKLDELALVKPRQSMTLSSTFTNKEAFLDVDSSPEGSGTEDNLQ
OX1R antagonist: OX1R (HCRTR1) antagonists, primary screen, fluorescence, CHO/OX1R cells, Fluo-8 calcium, orexin A; Orexin/Hypocretin receptor type 1 (Homo sapiens), O43613; Fluo-8 calcium fluorescence; actives 0.43% (n = 330,000); inhibition, % at 5 µM;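 active means inhibition above its plate's threshold, mean inhibition of all tested compounds on the plate plus 3 SD, cut at about 37% in these data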;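 further: 0% = orexin A challenge wells and 100% = SB-334867-A antagonist wells; not every result past the cut was called active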
Target sequence (O43613 whole entry, looked up): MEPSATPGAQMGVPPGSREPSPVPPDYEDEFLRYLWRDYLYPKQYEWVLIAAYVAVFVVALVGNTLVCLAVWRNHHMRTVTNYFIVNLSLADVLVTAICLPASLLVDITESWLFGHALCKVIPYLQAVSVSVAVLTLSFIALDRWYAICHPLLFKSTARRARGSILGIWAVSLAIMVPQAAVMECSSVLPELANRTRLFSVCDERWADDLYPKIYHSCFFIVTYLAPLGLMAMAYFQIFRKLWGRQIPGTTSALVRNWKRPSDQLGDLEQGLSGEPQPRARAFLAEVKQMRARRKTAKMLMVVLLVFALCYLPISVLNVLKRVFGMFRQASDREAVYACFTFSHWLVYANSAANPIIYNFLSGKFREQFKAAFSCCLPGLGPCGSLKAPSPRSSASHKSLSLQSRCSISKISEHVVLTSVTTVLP
* hit, by the source's call; i = inactive; · = no result given. Rows are unselected; 0.83% or so of the library scored in one or more.

SMILES	CHT allo act	OX1R antagonist
COC(=O)[C@H](C)NC(=O)Nc1ccccc1C(F)(F)F	i	4.0
COCc1c(C(=O)OCC(=O)NCCN2C(=O)CSC2=O)oc2ccccc12	i	-23.8
COc1ccc(S(=O)(=O)N2CCOCC2)cc1NC(=O)CC1CCCC1	·	-14.7
CC(O)[C@H]1CN=C(N)N1CC1CCCCC1 (some centres not stated)	i	-8.3
COc1ccc(-n2nnnc2SCC(=O)c2ccc3c(c2)OCCO3)cc1	i	-32.7
COCCNC(=O)c1ccccc1NC(=O)c1cccc([N+](=O)[O-])c1C	i	-21.1
CCCC(NC(=O)Cc1c(C)c2c(cc(C)c3c(C)coc32)oc1=O)C(=O)O (configuration not stated)	i	9.8
CCCNC(=O)Cn1nc(C(F)(F)F)c2c1CCC2	i	-3.1
CC(=O)Oc1cccc(NC(=O)c2ccc3c(c2)C(=O)N(CC(C)C)C3=O)c1	i	-20.4
S=c1[nH]cc(-c2ccccc2)n1-c1cccc(Cl)c1	i	-20.9
N#Cc1ccc(OCC(=O)N2CCN(c3ccc(C(F)(F)F)cn3)CC2)cc1	·	-4.5
COc1ccc(OC)c(NC(=S)NCc2cccs2)c1	i	-2.2
N#Cc1ccc(NC(=S)NC(=O)C2CCCCC2)cc1	·	-22.1
Cc1cc(C)n2nc(C(=O)OCC(=O)NNC(=O)c3ccc(Cl)cc3)nc2n1	i	-10.8
COc1ccc(Nc2ccc([N+](=O)[O-])cn2)cc1	i	-22.2
NS(=O)(=O)c1ccc(NC(=S)NCc2ccccc2Cl)cc1	i	14.3
Cc1ccccc1OCc1nnc(SCC(=O)NC2CCCCC2)o1	i	-21.5
COCCCN1C(=O)C(=O)/C(=C(/O)c2ccc(S(=O)(=O)N3CCCCC3)cc2)C1c1ccc(O)cc1 (configuration not stated)	i	-0.1
CC1(C)Cc2c(cnn2-c2ccccc2)C(NC(=O)CCc2ccc(=O)[nH]n2)C1 (configuration not stated)	i	12.5
CCc1ccccc1NC(=S)N1CCN(c2ccccn2)CC1	i	2.5
Cc1nc2ccc(NS(=O)(=O)c3ccc4c(c3)OCCO4)cc2s1	i	44.9*
CCN(Cc1ccccc1)S(=O)(=O)c1ccc(OC)c2ncccc12	i	-33.6
CCCN(C(=O)CCSc1ccc(F)cc1)c1c(N)n(Cc2ccccc2)c(=O)[nH]c1=O	i	-5.8
CC(NS(=O)(=O)c1ccc(F)cc1)C(=O)NCc1ccncc1 (configuration not stated)	i	-4.4
O=C(CSc1nnc(SCc2ccccc2)s1)N/N=C/c1ccc(C(=O)O)cc1	i	-4.8
CC(=O)Nc1ccc(S(=O)(=O)Nc2cccc(NC(=O)c3ccco3)c2)cc1	i	-4.7
CCS(=O)c1ccccc1C(=O)OCC(=O)N1CCC(c2ccccc2)=N1 (configuration not stated)	·	-15.1
COC(=O)c1cc(NC(=O)c2cc3ccccc3o2)cc(C(=O)OC)c1	i	-15.6
CCOCC(=O)Nc1ccc(C)c(Cl)c1	i	-34.1
O=C(NCCCN1CCOCC1)c1ccc(-n2nc(C(F)(F)F)cc2-c2cccs2)cc1	i	-16.1
C/C(=N\NC(=O)Cn1nc(C)c([N+](=O)[O-])c1C)c1ccco1	i	-14.8
CC(=O)C1C(=O)C=C(c2cccs2)CC1c1ccccc1 (configuration not stated)	i	-32.0
CCOc1ccc(CNC(=O)CCCn2nc(CC)n3c(cc4occc43)c2=O)cc1	i	-42.4
Cc1ccc(N=C(NOCc2ccc(Cl)cc2Cl)c2nonc2N)c(C)c1	8.79*	0.2
CC(OC(=O)c1cnccn1)C(=O)c1ccccc1 (configuration not stated)	i	-8.2
COc1ccc(C(=O)NC(=S)Nc2nc(C)c(C(=O)N(C)C)s2)cc1	i	-33.8
COc1ccc(C2NC(=O)CCC2[N+](=O)[O-])cc1OC (configuration not stated)	i	-7.3
CC(NC(=O)COC(=O)/C=C/c1ccco1)c1ccccc1 (configuration not stated)	i	-18.8
O=C(O)CCNc1ccc(Cl)cc1	i	-0.7
S=C1SCN(Cc2ccco2)CN1Cc1ccco1	i	-3.6

Printed as active in OX1R antagonist, of those listed so far:
| SMILES | OX1R antagonist |
| --- | --- |
| Cc1nc2ccc(NS(=O)(=O)c3ccc4c(c3)OCCO4)cc2s1 | 44.9* |

Back to the main list with the five entries that preceded the break.
SMILES	CHT allo act	OX1R antagonist
COc1ccc(C(=O)NC(=S)Nc2nc(C)c(C(=O)N(C)C)s2)cc1	i	-33.8
COc1ccc(C2NC(=O)CCC2[N+](=O)[O-])cc1OC (configuration not stated)	i	-7.3
CC(NC(=O)COC(=O)/C=C/c1ccco1)c1ccccc1 (configuration not stated)	i	-18.8
O=C(O)CCNc1ccc(Cl)cc1	i	-0.7
S=C1SCN(Cc2ccco2)CN1Cc1ccco1	i	-3.6
Cc1c(NC(=O)COC(=O)c2ccc(Cl)nc2)c(=O)n(-c2ccccc2)n1C	·	-10.8
Cn1c2ccccc2c2nnc(SCC(=O)NC3CCCC3)nc21	i	-3.3
COc1ccc(CCN2CC(C#N)=C3c4cc(OC)c(OC)cc4CCN3C2)cc1OC	i	-37.9
CCCCn1c(CCC)nc([N+](=O)[O-])c1Sc1ccc(Cl)cn1	i	-4.2
COc1ccc(Cl)cc1C(Nc1cccnc1)c1ccc2cccnc2c1O (configuration not stated)	i	-17.1
NC(=O)CSCc1cccc(Br)c1	i	3.5
CN(CC(=O)NCc1ccc(F)cc1)CC(=O)Nc1ccc(Cl)c(C(F)(F)F)c1	i	57.3*
O=C(COc1coc(CN2CCc3ccccc3C2)cc1=O)N1CCOCC1	i	17.4
Cc1cc(N2C(=O)C(O)=C(C(=O)c3cccs3)C2c2ccc(F)cc2)no1 (configuration not stated)	i	-0.2
CC(=O)N1CC=CC1(CC(C)C)C(=O)NCc1cc(F)cc(C(F)(F)F)c1 (configuration not stated)	i	-22.7
COc1cc(/C=C2\SC(=Nc3ccccc3)N(Cc3ccco3)C2=O)ccc1OC(C)C(=O)O (configuration not stated)	i	-11.4
Cc1c(NC(=O)/C(=C/c2cccs2)NC(=O)c2ccccc2)c(=O)n(-c2ccccc2)n1C	i	-13.5
COc1c2c(cc3oc(CO[C@@H]4O[C@H](CO)[C@@H](O)[C@H](O)[C@H]4O)cc(=O)c13)O[C@H](C(C)(C)O)C2	·	-10.4
O=C(NCc1ccccc1)C1=C[C@H](C2CC2)C[C@H](OCc2ccc(CO)cc2)O1	i	-34.4
O=C(CCc1nc2ccccc2c(=O)[nH]1)OCc1nnc(-c2ccccc2)o1	i	-8.8
COc1ccc2c(c1)c(C(=O)N/N=C/c1ccc(OC)c(OC)c1)c(C)n2C	i	-33.2
COc1ccc(/C(C)=N/NC(=O)c2ccccc2OCc2ccccc2)c(OC)c1	i	-32.8
O=C(NC(Cc1ccccc1)C(=O)O)/C(=C/c1cccc(Br)c1)NC(=O)c1ccco1 (configuration not stated)	i	-19.6
N#CC1=C(N)NC(=S)C(C(N)=O)C1c1ccc([N+](=O)[O-])cc1 (configuration not stated)	i	-4.1
O=c1c2ccccc2[nH]c(=S)n1CCc1ccccc1	i	-11.6
COc1ccccc1C(=O)NCCC(=O)N(C)CC(=O)Nc1ccccc1Br	i	-10.7
CC(C)N=C1SC(CC(=O)Nc2ccccc2)C(=O)N1C(C)C (configuration not stated)	i	-39.3
COc1ccc(N2CCc3c(C)nc4c(OC)cccc4c32)cc1	i	-5.4
COc1ccc(C)cc1NC(=O)C(=O)NNC(=O)COc1ccc(Cl)cc1	i	28.5
COC(=O)C(OC(=O)c1ccc(OC)cc1)C(=O)OC	i	-5.9
COc1cc(C#Cc2c(-c3cncn3C)n(C)c3ccc(-c4ccc(OC)nc4)cc23)cc(OC)c1	·	16.1
Cc1c(/C=N\NC(=O)C2COc3ccccc3O2)c2ccccc2n1C (configuration not stated)	i	-3.8
CCOc1ccc(NC(=O)c2cccc(-n3cnnn3)c2)cc1	i	9.0
CC(Sc1ncn[nH]1)C(=O)NCc1ccccc1 (configuration not stated)	i	-7.2
O=S(=O)(Cc1ccccc1)N1CCCc2ccccc21	i	-29.7
COc1cc2c(cc1NC(=O)COC(=O)c1ccccc1)oc1ccccc12	i	30.8
Cc1coc2c(C)c3oc(=O)c(CCC(=O)NCc4ccccn4)c(C)c3cc12	i	-54.6
CC(C)CCn1nnnc1CN1CCN(C(c2ccccc2)c2ccccc2)CC1	i	-39.3
COc1ccc(C(=O)CSc2nnc(CNC(=O)c3ccccc3F)n2C)cc1OC	i	-11.9
CC1CCc2c(C(=O)Nc3ccccn3)csc2C1 (configuration not stated)	i	-35.3
COc1ccccc1C(=O)NC(=O)COC(=O)Cc1n[nH]c(=O)c2ccccc12	i	1.7
CCn1nc(C)c(CNC(=O)C2CCC(=O)N(Cc3ccc(Cl)cc3)C2)c1C (configuration not stated)	i	-14.0
CCOC(=O)C(NC(=O)c1ccccc1)(OCc1ccc(F)cc1)C(F)(F)F (configuration not stated)	i	-11.8
CN(C)N1C(=O)CC(C)(c2ccc([N+](=O)[O-])cc2)C1=O (configuration not stated)	i	4.9
CCN(CC)c1cc(C)c2cc(NC(=O)c3cccs3)ccc2n1	i	-18.6

Grouped by structure: those above with bromine
SMILES	CHT allo act	OX1R antagonist
NC(=O)CSCc1cccc(Br)c1	i	3.5
O=C(NC(Cc1ccccc1)C(=O)O)/C(=C/c1cccc(Br)c1)NC(=O)c1ccco1 (configuration not stated)	i	-19.6
COc1ccccc1C(=O)NCCC(=O)N(C)CC(=O)Nc1ccccc1Br	i	-10.7

(more compounds)
SMILES	CHT allo act	OX1R antagonist
O=C(O)/C=C/c1cccc(NC(=O)c2ccc(Cl)cc2)c1	i	-12.2
O=C(O)C1=C[C@@H](C2CCCCC2)C[C@@H](OCCCCO)O1	i	-3.6
O=C(Nc1cccc(-c2nc3ccccc3s2)c1)c1cccs1	i	6.9
O=C(CN(C(=O)c1csnn1)c1cccc(Cl)c1)NC1CCCCC1	i	-11.9
COc1cc(Nc2nc3ccccc3n3nnnc23)cc(OC)c1OC	i	-28.6
CC(C)Sc1nc2ccc(N3C(=O)C4CCCCC4C3=O)cc2s1 (configuration not stated)	i	-4.3
NC(=O)c1ccccc1NC(=O)Nc1ccccc1Cl	i	4.5
Cc1c(C(=O)Nc2cccc(Cl)c2)oc2ccc(S(=O)(=O)N3CCC4(CC3)OCCO4)cc12	i	5.0
COc1ccc(C(=O)N2CCN(Cc3ccccn3)CC2)cc1	i	-9.8
Cc1cccc(NC(=O)c2ccc3c(=O)n4c(nc3c2)CCCCC4)n1	i	-35.8
COc1cccc(-n2c(SC3CCOC3=O)nc3ccccc3c2=O)c1 (configuration not stated)	i	-15.7
CCC(C)(C)n1nnnc1C(c1ccccc1F)N1CCN(C(=O)c2ccco2)CC1 (configuration not stated)	i	-9.2
COCCn1c(C)cc(C2=NNC(=Nc3ccccc3)SC2)c1C	i	-4.1
Cc1ccc(NC(=O)CN2C(=O)C3CC=CCC3C2=O)cc1S(=O)(=O)N1CCOCC1 (configuration not stated)	i	-19.6
CCOC(=O)c1cnc2ccccc2c1Nc1ccc2c(c1)OCCO2	i	4.5
Cc1ccc(-n2c(SCC(=O)NC3CCCCC3)nc3c(c2=O)SCC3)cc1	i	-19.4
CSc1nnc(SCC(=O)Nc2ccc3[nH]c(=O)[nH]c3c2)s1	·	-0.4
Cc1ccc2[nH]c(O)c(N=NC(=O)CCc3ccccc3)c2c1Br	i	-11.8
Cc1cccnc1CN1CCN(Cc2nc(Cc3cccc(F)c3)no2)CC1	i	-20.3
O=C(CC1C(=O)NCCN1Cc1cccc(F)c1F)NCCCC1CCCC1 (configuration not stated)	i	-26.3
O=C(NCc1ccccc1Cl)C1CCC(CNc2c(N3CCCCC3)c(=O)c2=O)CC1 (configuration not stated)	i	7.6
COc1ccc(CCNC(=O)c2c[nH]c3ccccc3c2=O)cc1OC	i	-8.5
Cc1cccc(N2CCN(C(=O)CN3C(=O)NC(C)(C)C3=O)CC2)c1C	i	-10.2
O=C(CN(Cc1ccco1)C(=O)CCC(=O)Nc1ccccn1)NCc1ccccc1	i	-18.5
COc1ccccc1-n1cnc2c(c1=O)c1nc3ccccc3nc1n2-c1ccc(C)cc1	i	-14.9
O=C1NC(=S)N/C1=C\c1ccc(Oc2ccc(C(F)(F)F)cc2[N+](=O)[O-])c(Cl)c1	i	-2.0
Cc1cc(C)cc(-n2nnc(C(=O)NCc3ccc4c(c3)OCO4)c2N)c1	i	-36.0
COc1ccc2c(c1)C(=NNc1ccc(C(=O)O)cc1)c1cc(OC)ccc1-2	i	-11.6
CNC[C@H]1Oc2c(NC(=O)C3CC3)cccc2C(=O)N([C@H](C)CO)C[C@@H]1C	·	1.9
COc1ccc2c(c1)O/C(=C\c1ccccc1O)C2=O	i	-7.8
C=CCC[C@H](Cc1ccc(F)cc1)C(=O)OC[C@@H](NC(=O)[C@@H](CC=C)CC(=O)N[C@@H](CO)Cc1ccccc1)C(C)(C)C	·	13.6
Cc1sc2nc(SCC(=O)N3CCN(CCO)CC3)n(-c3ccccc3)c(=O)c2c1C	i	-17.4
O=C(Nc1ccc(S(=O)(=O)Nc2cnc3ccccc3n2)cc1)c1cccc(OC(F)F)c1	i	-8.7
CN(CC(=O)Nc1ccc(Cl)c(Cl)c1)C(=O)/C=C/c1ccc(F)cc1	i	-22.0
CCC(=O)NC(=S)Nc1cccc(Cl)c1N1CCCCC1	i	-22.3
CCC(COC)Oc1cc(NCc2ccccc2)c2ncn(C(C)C)c2c1 (configuration not stated)	·	13.2
Cc1ccc(-c2ccc(=O)n(CC(=O)Nc3ccc4c(c3)OCCO4)n2)cc1	i	-37.1
COc1ccc(N(C(=O)c2ccco2)C(C(=O)NC2CCCC2)c2ccc(OC)c(OC)c2)cc1 (configuration not stated)	i	-34.9
COc1ccc2cc(C(=O)C3CCCN(Cc4cnc(C)s4)C3)ccc2c1 (configuration not stated)	i	-53.2
